Screening data (PubChem)
RGS7-Gao: RGS7-Galphao binding modulators, primary screen, biochemical, multiplexed bead flow cytometry; actives lie on both sides; 220,000 compounds, 0.35% hits; binding response (% of control), % at 10 µM; in the data active means binding response below about 49% or above about 150%;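 further: fluorescent Galphao held in activated GDP-AlF4 state binding bead-coupled RGS7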
Target sequence (P09471 whole entry, looked up): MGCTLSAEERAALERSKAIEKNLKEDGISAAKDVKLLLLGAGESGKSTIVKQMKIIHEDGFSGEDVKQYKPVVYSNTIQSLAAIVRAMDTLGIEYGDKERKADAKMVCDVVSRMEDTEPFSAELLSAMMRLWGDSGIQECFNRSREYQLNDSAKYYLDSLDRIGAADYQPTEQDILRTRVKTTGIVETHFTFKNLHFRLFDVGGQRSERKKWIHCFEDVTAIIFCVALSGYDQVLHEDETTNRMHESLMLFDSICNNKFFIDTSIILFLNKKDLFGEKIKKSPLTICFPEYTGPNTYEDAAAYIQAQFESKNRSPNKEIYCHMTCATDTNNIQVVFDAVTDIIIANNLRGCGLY
Bcl-W Bim block: inhibitors of Bim binding to Bcl-W, primary screen, biochemical, multiplexed, bead-based flow cytometry. Bcl-2-like protein 2 (Homo sapiens), Q92843. Bim peptide-Bcl-W binding. inhibition, % at 10 µM. 190,000 compounds, 0.02% hits. AID 952, 2007;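 further: 0% = bound tracer without compound and 100% = peptide blocker; higher means less fluorescent Bim peptide bound to Bcl-W beads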
Target sequence (Q92843 whole entry, looked up): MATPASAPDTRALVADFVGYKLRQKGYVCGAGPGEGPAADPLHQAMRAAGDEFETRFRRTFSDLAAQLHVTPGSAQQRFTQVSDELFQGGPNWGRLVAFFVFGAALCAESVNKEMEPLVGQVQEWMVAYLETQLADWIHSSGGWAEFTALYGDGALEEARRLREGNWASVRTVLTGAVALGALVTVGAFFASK
Bfl-1 Bim block: inhibitors of Bim binding to Bfl-1, primary screen, biochemical, multiplexed, bead-based flow cytometry; Bcl-2-related protein A1 (Homo sapiens), Q16548; Bim-Bfl-1 binding inhibition; inhibition, % at 10 µM; 190,000 compounds, 0.12% hits; AID 1008, 2008;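 further: 0% = wells without compound plus tracer and 100% = blocker peptide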
Mcl-1 Bim block: inhibitors of Bim peptide binding to Mcl-1, primary screen, biochemical, bead-based flow cytometry, multiplex | 190,000 compounds, 0.1% hits | Bim peptide-Mcl-1 binding | AID 1009, 2008 | Induced myeloid leukemia cell differentiation protein Mcl-1 (Homo sapiens), Q07820 | inhibition, % at 10 µM;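 further: 0% = no compound tracer wells and 100% = peptide blocker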
ABCB1 inh: ABCB1 efflux pump inhibitors, primary screen, cell-based, multiplex, flow cytometry, ABCG2 counter-screen; CCRF-Adr cells, JC-1 efflux; inhibition, % at 6.6 µM; ATP-dependent translocase ABCB1 (Homo sapiens), P08183; 190,000 compounds, 0.067% hits; AID 1326, 2008; in the data active means inhibition above about 40%;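 further: 0% = vehicle and 100% = reference inhibitor; higher value means more JC-1 retained so stronger ABCB1 efflux block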
Bcl-2 Bim block: inhibitors of Bim-Bcl-2 binding, primary screen, biochemical, multiplexed, human Bcl-2 family; Bead-based flow cytometry, Bim peptide-Bcl-2 binding; inhibition, % at 10 µM; 190,000 compounds, 0.06% hits; AID 950, 2007; in the data active means inhibition above about 40%;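 further: 0% = no compound wells with probe peptide and 100% = reference peptide inhibitor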
Target sequence (P10415 whole entry, looked up): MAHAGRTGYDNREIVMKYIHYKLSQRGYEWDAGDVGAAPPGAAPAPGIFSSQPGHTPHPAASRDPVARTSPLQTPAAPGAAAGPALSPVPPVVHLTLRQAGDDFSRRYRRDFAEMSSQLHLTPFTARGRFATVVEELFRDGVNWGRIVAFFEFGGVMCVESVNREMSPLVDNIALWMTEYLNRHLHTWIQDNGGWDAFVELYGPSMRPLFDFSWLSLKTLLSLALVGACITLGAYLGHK
RGS8-Gao: RGS8-Galphao binding modulators, primary screen, biochemical, multiplexed bead flow cytometry | Guanine nucleotide-binding protein G(o) subunit alpha (Homo sapiens), P09471 | actives lie on both sides | response (percent of control binding), % at 10 µM | 220,000 compounds, 0.34% hits | AID 1423, 2008; in the data active means response below about 60% or above about 140%; inactive means in between;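 further: Galphao activated as the GDP aluminium fluoride complex binding bead-coupled RGS8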
ABCG2 block: ABCG2 efflux pump inhibitors, primary screen, multiplex with ABCB1, IgMXP3 cells, flow cytometry. Broad substrate specificity ATP-binding cassette transporter ABCG2 (Homo sapiens), Q9UNQ0. JC-1 efflux. inhibition, % at 6.6 µM. 190,000 compounds, 0.1% hits;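 active means inhibition above 80%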;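 further: 0% = DMSO and 100% = nicardipine control wells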
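Incubation: cells with compound and JC-1, 10 min at 25 °C, rotating, no wash / Test system: IgMXP3 (ABCG2) plus far-red-tagged CCRF-Adr (ABCB1) cells / Compound dosing: one concentration, 6.6 µM final / Also added: JC-1 fluorescent substrate / Evaluation: efflux inhibition in percent versus controls / Detection: flow cytometry, 530 nm JC-1 signal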
RGS4-Gao reg: modulators of RGS4 binding to Galphao, primary screen, biochemical, multiplexed bead flow cytometry; Guanine nucleotide-binding protein G(o) subunit alpha (Homo sapiens), P09471; actives lie on both sides; binding response (% of control), % at 10 µM; 220,000 compounds, 0.33% hits; in the data active means binding response below about 49% or above about 150%; inactive means in between;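 further: fluorescent Galphao activated with aluminum fluoride binding bead-coupled RGS4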
Bim-Bcl-B: inhibitors of Bim-Bcl-B binding, primary screen, biochemical, multiplexed, human Bcl-2 family | Bcl-2-like protein 10 (Homo sapiens), Q9HD36 | bead-based flow cytometry, Bim peptide-Bcl-B binding | inhibition, % at 10 µM | 190,000 compounds, 0.073% hits | AID 951, 2007;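 further: 0% = tracer peptide without compound and 100% = reference inhibitor peptide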
Target sequence (Q9HD36 whole entry, looked up): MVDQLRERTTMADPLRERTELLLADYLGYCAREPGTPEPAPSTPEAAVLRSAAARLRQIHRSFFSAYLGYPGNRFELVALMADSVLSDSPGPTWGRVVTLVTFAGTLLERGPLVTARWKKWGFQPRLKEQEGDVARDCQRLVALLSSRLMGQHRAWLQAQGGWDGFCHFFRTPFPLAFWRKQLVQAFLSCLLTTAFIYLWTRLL
Bcl-XL Bim block: inhibitors of Bim-Bcl-XL binding, primary screen, biochemical, multiplexed, bead flow cytometry, human Bcl-XL. Bcl-2-like protein 1 (Homo sapiens), Q07817. Bim peptide-Bcl-XL binding, fluorescence. inhibition, % at 10 µM. 190,000 compounds, 0.04% hits
* marks the source's active call; other numbers are inactive results. Unless noted, no stated cut-off is given here; in the data, active means inhibition above about 40%.

Below each SMILES – RGS7-Gao, Bcl-W Bim block, Bfl-1 Bim block, Mcl-1 Bim block, ABCB1 inh, Bcl-2 Bim block, RGS8-Gao, ABCG2 block, RGS4-Gao reg, Bim-Bcl-B, Bcl-XL Bim block
(1) COc1ccc(NC(=O)N2CCCC(c3nc(-c4ccc(OC)cc4)no3)C2)cc1 (stereo not drawn)
→ 101, 0, -5, 2, 1.4, 0, 102, 7, 102, -5, -2
(2) O=c1c2cccnc2[nH]c(=S)n1CCCN1CCN(c2ccc(F)cc2)CC1
→ 96, -4, 0, 3, 1.2, -2, 100, 0, 96, -3, -4
(3) CCCCNS(=O)(=O)c1ccc2nc(-c3cccs3)cc(C(=O)NCC(OC)OC)c2c1
→ 104, 0, 0, -2, 1.1, 0, 105, 25, 105, -2, -4
(4) CC(=O)c1ccc2c(c1)c1ccccc1n2CC(C)C
→ 92, -2, -16, -3, 0.2, -18, 95, 9, 89, -6, -4
(5) CC(C)C(=O)N1CCN(c2nc(-c3ccc(Cl)cc3)cs2)CC1
→ 101, -1, -2, 0, 0.4, -3, 100, 4, 103, -9, 0
(6) O=C(NC1CCCC1)c1ccc(COCC(F)(F)F)o1
→ 84, 0, -6, -1, 0.8, -3, 93, 4, 91, -3, 2
(7) Cc1ccc2nc(NCCCO)nc(-c3ccccc3)c2c1
→ 107, 1, -15, -2, 0.9, -12, 105, 4, 104, -9, -20
(8) Cc1ccccc1NC(=O)Cc1ccccc1
→ 100, -2, -2, 0, 0.5, 0, 103, -5, 104, 0, -6
(9) COc1ccc2nc(NCCCO)[nH]c2c1
→ 100, -2, -1, -1, 0.3, 0, 100, 2, 102, -4, -2
(10) COc1ccc(-n2c(O)c(Cc3ccccc3)c(=O)n3nc(-c4ccccc4)c(=O)cc23)cc1
→ 93, 0, 4, 0, 0.4, 4, 99, 0, 97, 3, 2
(11) COc1ccccc1C(=O)NC(CCSC)C(=O)OCC(=O)c1ccc[nH]1 (stereo not drawn)
→ 99, -5, -9, -3, 1.1, -7, 104, 12, 102, -9, -6
(12) O=C1CCCC2=C1C(c1ccccc1)n1c(s/c(=C/c3cccc(F)c3)c1=O)=N2 (stereo not drawn)
→ 102, 1, 1, 0, 15, 2, 98, 13, 108, 3, 1
(13) COc1cccc(NC(=O)c2nc3nc(C)cc(C(F)F)n3n2)c1
→ 95, 1, -9, -1, 0.4, -8, 101, 3, 100, -9, -4
(14) O=S(=O)(NC1CCCC1)c1ccc(S(=O)(=O)N2CCN(c3ccccc3)CC2)cc1
→ 109, -2, -5, 2, -0.1, -4, 109, 0, 111, -7, 0
(15) Cc1ccc(NC(=O)COC(=O)Cn2nc(C)c([N+](=O)[O-])c2C)c([N+](=O)[O-])c1
→ 110, -1, 1, -3, 1.7, 2, 123, 64, 112, -1, 0
(16) Cc1ccccc1Nc1nnc(C)c(=O)n1N
→ 106, -1, 0, -1, 0.6, -1, 102, 4, 104, 1, -1
(17) O=C(N/N=C/C(Cl)=C/c1ccccc1)c1ccco1
→ 100, -1, -2, -1, 0.4, 0, 102, 6, 98, 0, -1
(18) O=C(CCCn1c(=S)[nH]c2ccc(Br)cc2c1=O)NCC1CCCO1 (stereo not drawn)
→ 98, 1, 2, 0, -0.6, 0, 99, -1, 102, -5, 1
(19) CCC[C@@H]1C[C@@H](C(=O)N[C@H]([C@@H](C)O)[C@H]2O[C@H](SC)[C@H](O)[C@@H](O)C2O)N(C)C1 (stereo partly drawn)
→ 102, -2, 0, -1, -0.2, 0, 102, 0, 102, -7, -5
(20) CS(=O)(=O)N(CC(=O)Nc1cccc(F)c1)Cc1ccccc1
→ 99, -1, -7, 1, 0.6, -2, 101, 3, 96, -2, 0
(21) CCOC(=O)c1ccc(N2C(=O)CC(C3CCCO3)C2=O)cc1 (stereo not drawn)
→ 99, -2, -6, -1, 1.4, -6, 98, 3, 98, -6, -5
(22) Cc1ccc(-c2nc(CS(=O)(=O)CC(=O)N3CCc4ccccc4C3)c(C)o2)cc1
→ 97, -2, -2, -1, 0.7, -7, 101, 6, 102, -4, -4
(23) COc1ccccc1C(=O)NCC(=O)N/N=C/c1cccc(Cl)c1
→ 103, 0, -2, 1, 0.0, 0, 100, 7, 99, -3, 0
(24) O=C(/C=C/c1ccccn1)c1ccc(Br)cc1O
→ 99, -3, -7, -5, 1.2, -2, 102, 8, 102, -5, -4
(25) FC(F)(F)c1cccc(CN2CCCCCC2)c1
→ 102, 3, -13, 1, 0.9, -5, 103, 11, 101, -3, 0
(26) COc1ccccc1C/C(N)=N/OC(=O)COc1cc(C)cc(C)c1C
→ 96, 0, 0, -5, 0.2, 0, 100, 4, 102, -3, 1
(27) COc1ccccc1NC(=S)NC(=O)CCCOc1ccc(Cl)cc1Cl
→ 97, -1, -17, -1, -0.3, -13, 97, 0, 101, -12, 2
(28) Cn1ccc(NC(=O)Nc2cccc([N+](=O)[O-])c2)n1
→ 103, 2, -4, 0, 0.3, 3, 103, 8, 103, -2, -3
(29) O=C1/C(=C2/NCCN2C2CC(=O)N(c3ccccc3)C2=O)CC/C1=C\c1ccccc1 (stereo not drawn)
→ 98, -5, -4, -2, 1.2, -5, 101, 6, 99, -8, -5
(30) Cc1ccccc1C(=O)NNC(=O)C12CC3CC(CC(C3)C1)C2
→ 95, 0, -7, 0, -0.1, 1, 99, 0, 98, -3, -2

Compound profiles, from the list above.
Record of `Cc1ccccc1NC(=O)Cc1ccccc1` → RGS7-Gao = 100; Bcl-W Bim block = -2; Bfl-1 Bim block = -2; Mcl-1 Bim block = 0; ABCB1 inh = 0.5; Bcl-2 Bim block = 0; RGS8-Gao = 103; ABCG2 block = -5; RGS4-Gao reg = 104; Bim-Bcl-B = 0; Bcl-XL Bim block = -6
Record of `COc1ccc2nc(NCCCO)[nH]c2c1` → RGS7-Gao = 100; Bcl-W Bim block = -2; Bfl-1 Bim block = -1; Mcl-1 Bim block = -1; ABCB1 inh = 0.3; Bcl-2 Bim block = 0; RGS8-Gao = 100; ABCG2 block = 2; RGS4-Gao reg = 102; Bim-Bcl-B = -4; Bcl-XL Bim block = -2

Other entries follow.
Below each SMILES – RGS7-Gao, Bcl-W Bim block, Bfl-1 Bim block, Mcl-1 Bim block, ABCB1 inh, Bcl-2 Bim block, RGS8-Gao, ABCG2 block, RGS4-Gao reg, Bim-Bcl-B, Bcl-XL Bim block
(31) Cc1ccc(S(=O)(=O)Cn2nnnc2C(CC(C)C)N2CCN(c3ccc(F)cc3)CC2)cc1 (stereo not drawn)
→ 102, 0, -10, -2, 2.8, -7, 106, 3, 104, -10, -1
(32) CN1CCN(C(=O)c2cc(COc3ccc(F)cc3Cl)on2)CC1c1ccccc1 (stereo not drawn)
→ 80, -6, -7, -5, 7.7, -6, 93, 18, 88, -7, -5
(33) C=CCn1c(COc2ccccc2F)nnc1SCC(=O)c1c[nH]c2ccccc12
→ 97, -2, -13, -3, -0.5, -8, 98, 0, 97, -8, -8
(34) CCN(CC)S(=O)(=O)c1ccc(NC2c3ccccc3C(=O)N2c2ccc(C)cn2)cc1 (stereo not drawn)
→ 96, 2, -12, -3, 3.0, -6, 97, 4, 98, -1, -4
(35) O=S(=O)(c1ccc2c(c1)OCCO2)N1CCN(c2nc3ccccc3s2)CC1
→ 103, -1, 0, -4, 1.5, -4, 100, 3, 102, 1, -3
(36) O=C(NNC(=O)c1cccs1)c1ccncc1
→ 100, 1, -3, 0, 0.2, 1, 101, 0, 101, -2, 0
(37) O=C(Nc1ccccc1)Nc1cc(S(=O)(=O)N2CCOCC2)ccc1N1CCCC1
→ 119, -3, 8, -8, -0.2, 5, 93, -2, 101, -3, -4
(38) COC(=O)CNc1nc(-c2ccncc2)nc2ccccc12
→ 108, 8, 8, 0, 0.6, 8, 132, 6, 116, 6, 7
(39) O=C(Oc1ccccc1O)c1cccc2ccccc12
→ 103, -1, 4, -1, -0.2, -2, 100, 0, 99, 1, 0
(40) Cc1csc(NC(=O)CN2CCCCCC2)n1
→ 98, -5, -8, 0, -0.1, -5, 98, 0, 99, -6, -10
(41) COc1ccc(CN2CCC(CO)(CCOc3ccccc3)CC2)cc1C
→ 103, -3, -8, 1, 3.3, -10, 102, 3, 98, -1, -1
(42) Cc1[nH]c(=O)[nH]c(=O)c1S(=O)(=O)N1CCC(C(=O)N2CCN(Cc3ccccc3)CC2)CC1
→ 93, 0, -10, 0, 0.1, 2, 98, 0, 96, -6, -4
(43) Cc1cs/c(=N\N=C\c2cccc([N+](=O)[O-])c2)n1Cc1ccco1
→ 101, -4, -10, -3, 0.5, -7, 100, 52, 98, -12, -9
(44) COc1ccc(NCC(=O)N2CCCC2)cc1Cl
→ 95, 0, -4, -9, 0.7, -2, 101, 6, 100, -6, -1
(45) Cc1cc(C)cc(NC(=O)N2CCC(NC(=O)c3ccc(F)cc3)CC2)c1
→ 99, -3, 0, -2, 0.2, -5, 101, 2, 101, -2, 0
(46) COc1cc(NC(=O)CN2C(=O)c3ccccc3S2(=O)=O)c(OC)cc1Cl
→ 98, 0, -3, 1, 1.1, 0, 101, 9, 98, 0, 2
(47) CCOC(=O)/C(N)=C/c1ncc(C(F)(F)F)cc1Cl
→ 96, 0, -1, -1, -0.1, 1, 98, 0, 99, 0, 4
(48) O=C(NCc1cccs1)C1CCN(c2nccs2)CC1
→ 103, -4, -6, -2, -2.2, -7, 102, -3, 101, -8, 8
(49) S=c1[nH]nc(-c2ccccc2)n1/N=C/c1cccs1
→ 98, 1, -3, -1, 0.5, -8, 99, 5, 98, -26, -5
(50) CC1CCCCN1C(=O)Nc1ccccc1Cl (stereo not drawn)
→ 102, 12, 8, -4, 1.6, -4, 90, 2, 101, 1, 5
(51) Cc1ccc(-c2nc3ccccc3n2C)o1
→ 97, -2, -4, 0, 0.6, -6, 97, 4, 103, -3, 0
